Screening data from PubChem.
TLR9-MyD88 inh – inhibitors of human TLR9-MyD88 binding | inhibition, % at 4.98 µM | AID 504734 | Q9NR96+Q99836 | CHO BLA complementation TLR9-MyD88, CCF4 FRET ratio | 0.21% of 340,000 active;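 active = inhibition above the mean over all tested compounds plus 3 SD, cut at about 21% in these data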;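 note: 0% = DMSO only wells and 100% = clavulanate BLA inhibitor control wells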
aDG glyco act – alpha-DG glycosylation activation; 0.22% of 360,000 active; activation, % at 10 µM; AID 624168; Pro5-aDG cells, alpha-DG glycosylation AlphaScreen (IIH6); 0% Pro5, 100% B10-LARGE cell signal;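 active = activation of at least 8% versus controls, or a plate z-score of at least 8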;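 note: Pro5 are CHO cells carrying HIG-tagged alpha-DG that lacks glycosylation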
Vif inh – inhibitors of HIV Vif | AID 602346 | 0.35% of 340,000 active | HEK293T cells, Vif self-association by quenched fluorescence, imaging, 24 h | inhibition, % at 7.49 µM; in the data active = inhibition above about 50%, passing the limit was not always enough; note: some results filed as inactive read as strong as hits
MC4R antag cAMP – antagonists of human melanocortin 4 receptor (MC4R). P32245. MC4R-expressing cells, MTII-stimulated cAMP, LANCE TR-FRET. 0.48% of 360,000 active. inhibition, % at 6.5 µM;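 active = inhibition above its plate's cutoff, the mean of tested wells on that plate plus 3 SD, cut at about 29% in these data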;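 note: 0% = Melanotan II alone and 100% = Melanotan II plus saturating MCL0020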
Target sequence (P32245 whole entry, looked up): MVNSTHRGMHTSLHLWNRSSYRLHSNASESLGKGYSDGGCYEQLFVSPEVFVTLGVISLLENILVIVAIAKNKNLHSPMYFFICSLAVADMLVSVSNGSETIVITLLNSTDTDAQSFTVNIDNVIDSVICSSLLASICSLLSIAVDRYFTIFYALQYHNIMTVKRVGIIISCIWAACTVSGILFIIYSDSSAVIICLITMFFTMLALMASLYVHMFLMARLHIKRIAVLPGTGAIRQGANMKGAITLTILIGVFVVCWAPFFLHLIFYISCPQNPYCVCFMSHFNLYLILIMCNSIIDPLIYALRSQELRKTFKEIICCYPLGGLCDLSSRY
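Material – human MC4R-expressing U2OS cells · Repeats – no replicates · Detection – TR-FRET with Eu-cAMP and labeled anti-cAMP, 671 nm · Times – compound 30 min, challenge 1 h, detection 1 h · Compound – single nominal compound dose of 6.5 µM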
ABCB6 inh MLPCN – blocks the human ABCB6 transporter; Q9NP58; K562-ABCB6 porphyrin accumulation, flow cytometry, 1 h; hits give low values; fluorescence ratio to DMSO, % at 10 µM; 0.19% of 360,000 active;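 active = fluorescence ratio to DMSO below 75%, the collection mean minus 3 SD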;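 note: signal is porphyrin accumulated inside mitochondria; 100% equals median channel fluorescence of DMSO control wells; lower ratio means ABCB6 inhibition with less porphyrin fluorescence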
NOD2-RIPK2 inh – blocks binding of human NOD2 to RIPK2; 0.38% of 360,000 active; O43353; inhibition, % at 4.98 µM; CHO BLA complementation NOD2-RIPK2, CCF4 ratio; in the data active = inhibition above about 21%;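 note: 0% = vehicle only and 100% = reference blocker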
Target sequence (O43353 whole entry, looked up): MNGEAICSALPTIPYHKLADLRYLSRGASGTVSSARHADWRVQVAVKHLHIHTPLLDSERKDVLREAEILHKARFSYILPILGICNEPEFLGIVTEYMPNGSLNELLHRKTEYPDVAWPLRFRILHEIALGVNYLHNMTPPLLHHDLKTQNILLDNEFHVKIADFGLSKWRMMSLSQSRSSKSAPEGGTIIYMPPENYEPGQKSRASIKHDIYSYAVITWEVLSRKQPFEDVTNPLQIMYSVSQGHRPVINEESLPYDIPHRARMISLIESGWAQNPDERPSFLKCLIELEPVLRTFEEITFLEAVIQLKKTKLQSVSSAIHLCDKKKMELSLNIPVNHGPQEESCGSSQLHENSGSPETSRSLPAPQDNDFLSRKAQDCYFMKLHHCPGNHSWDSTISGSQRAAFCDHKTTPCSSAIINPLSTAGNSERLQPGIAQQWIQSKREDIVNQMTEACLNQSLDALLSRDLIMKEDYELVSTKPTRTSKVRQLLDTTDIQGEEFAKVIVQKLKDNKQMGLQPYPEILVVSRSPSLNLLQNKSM
Exocytosis inh – blocks lytic granule exocytosis; TALL-104 LAMP-1 surface exposure, flow cytometry; cells stimulated with thapsigargin and PMA; inhibition, % at 10 µM; 0.66% of 360,000 active;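 active = inhibition above about 55%, limit read from the data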
MC4R ag barr – human MC4R agonism via beta-arrestin; P32245; U2OS MC4R beta-arrestin complementation, luminescence; percent of melanotan II response, DMSO zero; activation, % at 8.9 µM; 0.98% of 360,000 active;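 active = activation above a per-plate cutoff, the mean activation of sample wells on that plate plus 3 SD, cut at about 8% in these data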
ABHD5 PLIN5 PPI – blocks binding of human ABHD5 to perilipin-5; inhibition, % at 4 µM; AID 602281; Split G. princeps luciferase complementation, luminescence, 4 h; Q00G26+Q8WTS1; 0.78% of 360,000 active;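 active = inhibition above the mean inhibition across every tested compound plus 3 SD, cut at about 22% in these data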;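 note: 0% = DMSO only wells and the 100% control is not disclosed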
N-glyco inh – blocks N-linked glycosylation in D54 reporter cells; reporter increase, % at 12.5 µM; 0.23% of 360,000 active; D54 ERlucT glycosylation luciferase reporter, 24 h; percent of 100 nM tunicamycin response;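 active = mean luciferase reporter signal, scaled so untreated is 0 and the glycosylation-blocking control 100, at or above a set limit in every replicate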;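 note: luciferase carries N-glycosylation sites so blocking glycosylation raises the light; 0% = median of neutral control wells and 100% = median of 100 nM tunicamycin wells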
* marks the source's active call; other numbers are inactive results; . = no result given. Some of the compounds tested, so the mix of outcomes need not match the whole.

SMILES	TLR9-MyD88 inh	aDG glyco act	Vif inh	MC4R antag cAMP	ABCB6 inh MLPCN	NOD2-RIPK2 inh	Exocytosis inh	MC4R ag barr	ABHD5 PLIN5 PPI	N-glyco inh
OC1c2c(F)cccc2N=C2CCCCCN21 (configuration not stated)	.	0.1	-1.6	9.1	100.0	5.7	0.8	-0.5	4.1	3.1
CC(C)(C)N(Cc1ccccc1)C(=O)COC(=O)c1ccc(N2CCCC2=O)cc1	-2.7	0.1	21.2	-1.4	104.0	2.7	23.9	-1.0	0.1	-0.3
CCOC(=O)c1ccc(NC(=O)CN2C(=O)NC3(CCCCCC3)C2=O)cc1	7.0	3.6	-15.6	6.5	100.0	-4.1	0.5	-0.8	-5.4	-1.2
N#CN(Cc1ccccc1)Cc1ccccc1	4.5	-0.1	12.1	-5.2	100.0	-4.6	-0.8	-1.7	3.1	-1.8
O=C(Cc1ccc(Br)cc1)N/N=C/c1ccc(-c2cccc(C(=O)O)c2)o1	-9.2	-0.2	-0.3	12.4	96.0	3.5	-1.1	0.7	-1.5	2.2
NS(=O)(=O)c1cccc(NC(=O)c2cc3ccccc3o2)c1	2.3	0.0	-3.4	12.0	103.0	9.8	17.9	0.0	-1.8	-1.9
Cn1cc(S(=O)(=O)N2CCOCC2)cc1C(=O)NCc1ccccc1Cl	0.8	-0.1	4.1	-1.0	99.0	-8.6	-0.1	-0.8	4.5	-1.5
CN(C)C(=O)COc1ncnc2scc(-c3ccc(F)cc3)c12	-11.8	0.1	-3.2	5.7	101.0	2.6	14.6	-2.9	3.3	-1.4
CC(C)CCNc1nc2c(c(=O)n(Cc3cccc(F)c3)c(=O)n2C)n1C	1.9	3.8	.	3.4	102.0	7.9	0.8	2.5	-5.6	.
O=C1CCCN1C(=O)COc1ccccc1[N+](=O)[O-]	3.7	-0.1	5.5	7.3	96.0	4.1	-5.1	-1.2	3.5	3.8
CCOC(=O)c1c(-c2ccc(OC)cc2)csc1NC(=O)CNCc1ccco1	-6.4	0.0	-14.2	7.8	86.0	2.1	0.6	0.7	-10.2	-2.7
CCOC(=O)C1CCN(C(=O)COc2cccc3ccccc23)CC1	5.4	0.0	-11.9	15.1	97.0	2.0	11.1	-0.7	-7.6	1.7
CCNC(=S)N1CCN(c2nc(CC)nc3sc4c(c23)CCCC4)CC1	-1.5	0.2	-2.4	9.8	99.0	2.7	7.9	-1.6	-3.3	-4.8
CC(C)C(OC(=O)c1ccccc1)c1nccc2ccccc12 (configuration not stated)	11.3	-0.1	-8.7	4.3	96.0	-5.2	0.5	2.1	0.7	0.4
O=C(c1cc([N+](=O)[O-])ccc1N1CCOCC1)N1CCCC1	1.9	-0.1	8.7	8.9	98.0	-39.9	6.2	-2.3	0.6	1.1
O=C(Nc1ccc(F)c(Cl)c1)c1ccccc1NC(=O)C1CCCCC1C(=O)O (configuration not stated)	5.8	0.0	-5.4	9.4	104.0	1.3	-14.2	-2.9	-5.2	4.5
O=S(=O)(Nc1cccc(-c2cn3ccsc3n2)c1)c1ccc(F)cc1	-3.8	0.4	.	2.5	93.0	9.9	-0.9	-1.9	2.7	.
Cn1c(CC(=O)NC(C)(C)CO)c(Sc2ccccc2)c2ccccc21	-6.3	-0.2	2.2	22.9	96.0	0.8	-4.7	1.0	6.5	0.6
Cc1cc(OC(=O)c2c(F)cc(F)cc2F)nc(C)n1	3.8	-0.3	4.1	4.5	105.0	-3.3	-1.9	-2.1	3.0	0.0
CC(=O)C1CCCN(C(=O)c2ccc3nc(Cc4cccc(Cl)c4)oc3c2)C1 (configuration not stated)	-7.4	0.2	1.5	1.4	99.0	-2.8	-6.7	-1.9	-1.7	-2.1
COc1ccc(NC(=O)C(C2CC2)n2c(=O)c(-c3ccccc3)nc3ccccc32)cc1 (configuration not stated)	.	-0.3	.	.	.	-3.5	17.0	.	-1.7	.
CCOc1ccc(-c2cc(C(=O)NN)[nH]n2)cc1	-12.8	-0.1	0.9	16.0	88.0	-3.3	30.9	5.4	1.6	1.1
O=[N+]([O-])c1cc(Cl)ccc1N1CCCC1	0.4	-0.2	9.8	0.0	102.0	-6.5	0.7	-1.3	-9.4	2.2
CCCCN(C(=S)SC)C1CCS(=O)(=O)C1 (configuration not stated)	.	-0.1	-11.0	-2.2	93.0	-13.9	-1.7	-0.3	1.9	-1.0
COc1cc(OC)cc(C(=O)NNC(=O)c2ccccc2Br)c1	-13.7	0.0	-9.1	1.7	109.0	-5.0	21.4	-0.6	-2.6	-0.8
CC(C)CC(=O)c1c[nH]c(C(=O)NCCCn2ccnc2)c1	3.9	-0.2	-4.5	2.8	94.0	-0.4	-0.9	-1.0	0.6	0.7
Clc1ccc(-c2nc3cc(CN4CCCCC4)ccc3o2)cc1	11.0	0.0	.	0.6	95.0	4.4	13.7	-1.2	0.6	-5.3
CC(C)N(C(=O)CSc1nnc(CNc2ccc(F)cc2)o1)C(C)C	-1.1	1.1	6.2	5.2	99.0	-4.0	5.1	0.2	-6.0	1.2
CCCC(=O)Nc1nn(CC)c2nc3ccc(C)cc3cc12	-8.1	0.3	-4.4	-7.8	97.0	-6.8	23.5	-1.9	0.9	5.8
COc1cc(S(C)=O)ccc1-c1nc2ncccc2[nH]1 (configuration not stated)	-1.6	0.1	1.5	13.7	94.0	-5.7	3.5	0.5	4.5	2.6

Entries of single compounds as entered above. Values in the order: TLR9-MyD88 inh | aDG glyco act | Vif inh | MC4R antag cAMP | ABCB6 inh MLPCN | NOD2-RIPK2 inh | Exocytosis inh | MC4R ag barr | ABHD5 PLIN5 PPI | N-glyco inh
CN(C)C(=O)COc1ncnc2scc(-c3ccc(F)cc3)c12 is listed with -11.8 | 0.1 | -3.2 | 5.7 | 101.0 | 2.6 | 14.6 | -2.9 | 3.3 | -1.4
COc1cc(OC)cc(C(=O)NNC(=O)c2ccccc2Br)c1 is listed with -13.7 | 0.0 | -9.1 | 1.7 | 109.0 | -5.0 | 21.4 | -0.6 | -2.6 | -0.8
CCOC(=O)c1ccc(NC(=O)CN2C(=O)NC3(CCCCCC3)C2=O)cc1 is listed with 7.0 | 3.6 | -15.6 | 6.5 | 100.0 | -4.1 | 0.5 | -0.8 | -5.4 | -1.2
CCNC(=S)N1CCN(c2nc(CC)nc3sc4c(c23)CCCC4)CC1 is listed with -1.5 | 0.2 | -2.4 | 9.8 | 99.0 | 2.7 | 7.9 | -1.6 | -3.3 | -4.8

Other records
SMILES	TLR9-MyD88 inh	aDG glyco act	Vif inh	MC4R antag cAMP	ABCB6 inh MLPCN	NOD2-RIPK2 inh	Exocytosis inh	MC4R ag barr	ABHD5 PLIN5 PPI	N-glyco inh
COc1ccccc1-c1ccc(NC2CCCCC2)nn1	3.9	0.1	-4.2	8.4	100.0	5.5	0.2	-0.9	2.9	-1.0
Cc1nc2ccc(NC(=O)CSc3ccccc3)cc2s1	-1.5	1.9	-2.8	1.8	98.0	-0.9	6.8	-1.7	10.4	-1.9
O=[N+]([O-])c1cccc(S(=O)(=O)c2ccc(NCCO)c([N+](=O)[O-])c2)c1	-1.5	-0.3	32.4	-7.2	90.0	-4.8	-2.0	-2.3	3.4	3.0
CCN(CC)c1nc(-c2ccccc2)nc2c1sc(=S)n2CC	1.4	-0.3	9.6	5.6	105.0	-7.1	-3.1	-0.3	-3.7	2.2
O=C(Nc1nnc(Cc2ccccc2)s1)C1CCC1	13.4	0.1	4.4	2.6	98.0	12.3	3.1	0.2	4.0	-0.2
COc1ccc(CCN2CC(C(=O)OCC(=O)NCc3ccccc3Cl)CC2=O)cc1OC (configuration not stated)	-2.5	0.1	3.1	18.1	92.0	-5.0	-6.2	-1.5	2.4	-1.5
O=C(COC(=O)c1ccc(Cl)nc1)Nc1ccc(S(=O)(=O)N2CCCC2)cc1	-13.2	-0.2	1.9	8.5	102.0	0.4	0.2	0.0	-4.5	1.6
Cc1cc2ccccc2c(=O)n1CC(=O)NCCC1=CCCCC1	-9.2	0.0	2.1	6.9	85.0	5.0	0.5	-2.6	0.1	-0.2
O=c1oc(-c2ccccc2NS(=O)(=O)c2ccc3ccccc3c2)nc2ccccc12	5.6	0.2	-5.3	2.7	103.0	-5.5	10.0	0.1	0.5	-1.3
COc1ccc(S(=O)(=O)Nc2c(C)n(C)n(-c3ccccc3)c2=O)cc1Br	1.9	-0.1	-3.3	16.3	100.0	-2.3	3.2	0.4	-3.3	1.0
CCOc1ccccc1C(=O)NN1C(=O)C2CCCCC2C1=O (configuration not stated)	-2.5	-0.3	3.0	-0.7	102.0	-3.6	0.4	1.5	-10.6	1.2
COc1ccc(C(O)c2nc(-c3cccc(C(=O)O)c3)cs2)cc1 (configuration not stated)	.	0.0	3.6	9.8	97.0	-5.5	6.4	-1.6	-2.4	1.9
COc1ccc(CNC(=O)CN2C(=O)COc3ccc(S(=O)(=O)N4CCOCC4)cc32)cc1	-10.3	0.0	-4.1	-0.9	109.0	2.2	0.4	-2.8	4.1	1.2
CCOc1ccc(C2NC(=S)NC3=C2CCc2ccccc23)cc1 (configuration not stated)	3.4	-0.1	-2.1	16.0	98.0	-0.9	0.4	-1.6	-14.9	-10.7
Cc1cccc2cc(CN(Cc3cccs3)C3(c4nnnn4C4CCCC4)CCCC3)c(=O)[nH]c12	3.1	-0.1	0.3	0.3	104.0	-9.0	4.5	-2.0	-6.5	-0.3
Cc1cccc(C(=O)Nc2ccc(O)c3c(=O)cc(-c4ccccc4Cl)oc23)c1	-2.6	1.2	.	7.5	97.0	4.9	-2.1	16.8*	-6.7	-2.1
CCOC(=O)c1ccc(NC(=O)CN2C(=O)C3C4C=CC(C4)C3C2=O)cc1 (configuration not stated)	2.6	0.0	-1.2	4.3	97.0	-10.7	2.0	-2.8	-3.9	0.0
COc1cc(CNC(C)C23CC4CC(CC(C4)C2)C3)cc(OC)c1OC (configuration not stated)	-3.5	0.2	9.8	6.4	98.0	-22.1	6.0	-0.8	3.4	1.8
COc1ccccc1Cc1c(-c2ccc(C)cc2)nc2ccc(Br)cn12	.	-0.1	.	.	100.0	-4.0	-5.6	.	-9.1	-8.2
COc1ccc(-c2nn(-c3ccccc3)cc2/C=N/NC(=O)c2ccc(Br)o2)cc1	-12.8	0.1	-11.9	-1.4	99.0	7.6	54.3	-0.2	-3.3	-2.3
CCOC(=O)Cc1csc(NC(=O)Cc2ccc(Cl)cc2)n1	6.9	0.2	2.4	9.7	94.0	-2.8	5.9	-1.6	-0.5	1.4
CCCC(=O)NC(c1ccccc1)c1ccc2cccnc2c1O (configuration not stated)	1.3	0.0	8.3	-5.1	94.0	3.2	8.1	-0.3	17.9	-12.2
O=C(/C=C/c1ccccc1Cl)c1ccccc(=O)c1O	-13.5	-0.1	10.7	5.5	102.0	-4.2	1.1	0.1	33.4*	18.9
COC(=O)c1ccc(OC)c(NS(=O)(=O)c2ccc(-n3cnnn3)cc2)c1	4.2	0.0	2.2	4.8	100.0	-5.4	-6.1	0.3	2.8	1.0
COC(=O)C1C(=O)CC(C)(O)C(C(=O)OC)C1c1ccc2c(c1)OCO2 (configuration not stated)	2.3	-0.2	10.7	-1.5	84.0	-12.2	-2.8	-0.4	2.9	3.2
Cc1ccc(OC(=O)C2CCN(C(=O)c3ccccc3C)CC2)c(Br)c1	-1.9	0.0	0.7	17.5	102.0	17.7	6.6	0.0	-2.9	0.6
CC(C)COC(=O)c1ccccc1OC(=O)c1ccncc1	0.4	-0.3	1.3	16.3	97.0	8.9	-0.4	-0.5	4.4	1.6
